AmpC inh no detg: qHTS Inhibitors of AmpC Beta-Lactamase (assay without detergent). Potency, µM (series often up to 57.1 µM), for the others: at the top dose activity change, negative = inhibition, most hits filed as inhibitors. AmpC nitrocefin hydrolysis, absorbance 480 nm, 0.0001% Triton. AID 485341, 2010. actives 0.52% (n = 330,000);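 also: potency is read from the fitted curve at half-maximal effect; plate controls were no compound for no effect and no enzyme for full effect; nearly all actives have a fitted effect of over 20% in size; some results filed as inactive show a strong effect at the top dose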
Target sequence (P00811 whole entry, looked up): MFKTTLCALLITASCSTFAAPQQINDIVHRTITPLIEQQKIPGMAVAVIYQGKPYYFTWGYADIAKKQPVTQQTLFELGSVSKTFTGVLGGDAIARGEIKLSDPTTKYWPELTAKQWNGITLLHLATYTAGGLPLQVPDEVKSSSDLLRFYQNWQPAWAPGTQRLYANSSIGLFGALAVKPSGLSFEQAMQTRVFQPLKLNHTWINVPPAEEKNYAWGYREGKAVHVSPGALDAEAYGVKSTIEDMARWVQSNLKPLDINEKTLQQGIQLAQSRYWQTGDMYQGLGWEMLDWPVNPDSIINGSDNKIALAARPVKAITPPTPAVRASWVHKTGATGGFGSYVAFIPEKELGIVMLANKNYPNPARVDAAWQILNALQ
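20 mM phosphate pH 7.0 + 0.01% (detergent screen) or 0.0001% Triton X-100; 5.3 nM AmpC reagent; cpd preinc 15 min RT; nitrocefin (800 uM stock) to start; A480 q20 s × 4 min; Activity was normalised to no-enzyme and no-compound control wells.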
Tb PYK inh: qHTS of Trypanosoma Brucei Inhibitors; Potency, µM (titrated, usually from 76.8 µM), without a hit: top-dose activity, negative = inhibition, usual class: inhibitors; TbPYK enzyme, Kinase-Glo Plus ATP luminescence, 45 min; AID 624173, 2012; pyruvate kinase (Trypanosoma brucei), Q57TT1; actives 0.12% (n = 410,000); also: potency is read from the fitted curve at half-maximal effect; nearly all actives have a fitted effect of over 50% in size
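Luminescent Kinase-Glo Plus end-point after 45 min room-temperature reaction of T. brucei pyruvate kinase started with 130 uM ADP (final). Buffer TEA 50 mM pH 7.2 with KCl, MgCl2, BSA, Tween-20; titration-based qHTS with fitted concentration-effect curves.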
HCMV inh: qHTS Assay for inhibitors of the human cytomegalovirus (HCMV); HFF cells, HCMV-luciferase reporter, 72 h; stronger effect = lower value; activity change, negative = inhibition, % at 57.5 µM; actives 4.5% (n = 410,000); AID 1259415, 2018; in the data active = activity change below about -60%; inconclusive = no clear call, values can overlap the other calls; inactive = above about -39%
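Cell-based, HFFs, 1000 cells/well, 16 h 37C; cpds in DMSO + HCMV-luc, MOI 1 PFU/cell; 72 h 37C; OneGlo luminescence after 5 min RT; norm. to buffer vs Salinomycin 10uM.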
AMA1-RON2 inh: qHTS for Inhibitors of AMA1-RON; Towards Development of Antimalarial Drug Lead: Primary Screen; AlphaScreen AMA1-biotinylated RON2 peptide binding; Plasmodium falciparum AMA1 (3D7) - RON2 peptide interaction; actives 0.2% (n = 360,000); Potency, µM (series often up to 58.2 µM), inactives show at the top dose activity change, negative = inhibition, usual class: inhibitors;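 also: potency is read from the fitted curve at half-maximal effect; 0% = vehicle wells and -100% = peptide control; nearly all actives have a fitted effect of over 45% in size; some results filed as inactive show a strong effect at the top dose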
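AMA1 (3D7) with his tag at 25 nM final met compounds first, then biotinylated RON2 peptide at 25 nM; detection used donor plus acceptor beads, 10 µg/mL apiece, read by AlphaScreen after 30 min at room temperature.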
HCV inh: qHTS Assay for Inhibitors of Hepatitis C Virus (HCV). Huh7.5.1 HCVcc-Cre infection, luciferase reporter, 44 h. Potency, µM (titrated, usually from 41.8 µM), without a hit: at the top dose activity change, negative = inhibition, usual class: inhibitors. actives 3.4% (n = 340,000). AID 651820, 2012; also: potency is read from the fitted curve at half-maximal effect
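Reporter virus HCVcc-Cre (~0.5 moi) infects cells exposed to compound; seeding density 1,000 cells/well with 4 h settling beforehand. Luminescence, 15 sec read, taken 44 h post-infection following a 15 min RT substrate incubation.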
AmpC inh detg: qHTS Inhibitors of AmpC Beta-Lactamase (assay with detergent); P00811; AmpC hydrolysis of nitrocefin, absorbance 480 nm, 0.01% Triton; Potency, µM (doses to about 114 µM), without a hit: top-dose activity change, negative = inhibition, usual class: inhibitors; actives 0.041% (n = 370,000); AID 485294, 2010;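 also: potency is read from the fitted curve at half-maximal effect; 0% = no-compound wells and -100% = no-enzyme wells; nearly all actives have a fitted effect of over 25% in size; some results filed as inactive show a strong effect at the top dose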
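AmpC (5.3 nM in the dispensed reagent) in 20 mM phosphate pH 7.0 with 0.01% (detergent screen) or 0.0001% Triton X-100 was preincubated with compounds for 15 min at room temperature. Nitrocefin was then added from an 800 uM solution, and hydrolysis was followed at 480 nm.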
LmPK inhibitor: qHTS Assay for Inhibitors of Leishmania Mexicana Pyruvate Kinase (LmPK); purified LmPK, Kinase-Glo ATP luminescence, 1 h; AID 1721, 2009; Q27686; actives 0.37% (n = 290,000); Potency, µM (series often up to 57.5 µM), without a hit: at the top dose activity change, negative = inhibition, hits mostly inhibitors; also: potency is read from the fitted curve at half-maximal effect
Target sequence (Q27686 whole entry, looked up): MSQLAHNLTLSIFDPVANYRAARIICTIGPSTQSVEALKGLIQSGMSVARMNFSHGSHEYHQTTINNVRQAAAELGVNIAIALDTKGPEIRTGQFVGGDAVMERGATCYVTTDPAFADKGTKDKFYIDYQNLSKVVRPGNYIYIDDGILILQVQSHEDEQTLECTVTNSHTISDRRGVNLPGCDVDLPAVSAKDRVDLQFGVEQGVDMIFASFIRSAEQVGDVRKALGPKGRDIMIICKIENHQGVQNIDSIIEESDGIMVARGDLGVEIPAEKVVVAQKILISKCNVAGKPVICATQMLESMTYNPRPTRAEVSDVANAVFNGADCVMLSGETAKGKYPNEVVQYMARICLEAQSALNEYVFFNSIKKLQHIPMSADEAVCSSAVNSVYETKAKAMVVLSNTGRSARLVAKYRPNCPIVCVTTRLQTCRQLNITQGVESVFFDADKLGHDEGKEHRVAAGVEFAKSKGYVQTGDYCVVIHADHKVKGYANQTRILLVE
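Screened at intermediate enzyme activity to detect both inhibitors and activators: LmPK at 0.1 nM, with a 0.5 nM enzyme column as activation reference. PEP 0.5 mM, ADP 0.1 mM; ATP detected by luminescence after 1 h.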
* = called active by the depositor; u = inconclusive; x = no result given; & = joins results of further samples; [ ] = dose if it differs, or a comment. Unless noted, calls follow the shape of the dose curve; as a rule, active = well fitted curve in the direction sought with a large enough effect; inconclusive = small, poorly fitted or top-dose-only effect, or another doubt; inactive = no such curve, though single readings can be large; an effect the other way counts as inactive or inconclusive. Unless noted, % is scaled to controls: 0 for no effect and ±100 for the full control effect.

SMILES	AmpC inh no detg	Tb PYK inh	HCMV inh	AMA1-RON2 inh	HCV inh	AmpC inh detg	LmPK inhibitor
COc1cc(OC)cc(/C(N)=N/O)c1	-14.3%	-0.6%	-0.8	-3.7%	11.9%	-6.3%	-4.4%
Cc1ncc(CO)c(/C=N/NC(=S)Nc2ccc(Cl)c(Cl)c2)c1O	-54.2%	-3.1%	7.5	27.2%	14.1µM*	2.7%	1.7%
Cc1ccc2c(c1)nnn2C1CCN(S(=O)(=O)c2ccc(C(=O)NC3CCCC3)cc2)CC1	-17.3%	4.2%	-18.9	-3.3%	-7.7%	-18.9%	4.5%
CC(C)Oc1ccc(C2C(C#N)=C(N)Oc3c2c(=O)oc2ccccc32)cc1 (stereo not drawn)	-24.8%	1.7%	21.6	2.1%	6.1%	-7.1%	0.1%
O=C(CSc1nnnn1C1CC2C=CC1C2)Nc1ccc(C(=O)O)cc1 (stereo not drawn)	-25.3%	-8.1%	-7.2	-3.8%	-4.8%	-3.9%	x
CCCN1CCN(CC(O)COC(c2ccc(OC)cc2)c2ccc(OC)cc2)CC1 (stereo not drawn)	2.4%	-6.0%	-26.2	-0.4%	-12.8%	0.8%	-3.3%
O=C(NC(=S)NCc1ccco1)c1ccc([N+](=O)[O-])cc1	-18.3%	-5.4%	11.8	31.4%[activator]	2.1%	x	x
CCOc1cccc2c1OC(c1cc(OC)c(OC)c(OC)c1)N1N=C(c3ccc(C)o3)CC21 (stereo not drawn)	-21.6%	-8.5%	x	52.8%[activator]	u	-2.9%	-6.4%
CC1CN(c2ccccc2)c2nc3c(c(=O)[nH]c(=O)n3C)n2C1 (stereo not drawn)	-13.8%	0.6%	42.0	-3.1%	10.1%	1.1%	-1.2%
Cc1ccc(NC(=O)CCn2nc(C)cc2C)c(C)c1	-9.4%	-4.3%	35.3	-0.4%	u	4.0%	0.2%
CCOC(=O)N(C)c1c(CC)nc2c(OCc3ccc(F)c(F)c3)cccn12	x	2.1%	-2.0	10.2%	x	x	x
COc1ccccc1CN(Cc1cc2cc3c(cc2[nH]c1=O)OCCO3)Cc1nnnn1Cc1ccco1	-19.0%	u	60.5	-75.0%	3.3%	-4.5%	3.5%
O[C@H]1CN(Cc2cccs2)[C@@H](c2ccccc2)C[C@@H]1n1cc(-c2ccc(F)cc2)nn1	x	-9.4%	-18.7	-8.6%	x	x	x
CCOC(=O)c1cc(=O)n2[nH]c(-c3ccc(C)cc3)cc2n1	-25.9%	-3.8%	-26.0	-4.4%	6.8%	u	-2.1%
O=C(CN1C(=O)C2C3c4ccccc4C(c4ccccc43)C2C1=O)Nc1ccccc1C(=O)O (stereo not drawn)	-31.9%	-2.2%	u	2.9%[11.6 µM]	14.8%	u	-1.9%

Record cards, as listed above. Order of screens: AmpC inh no detg	Tb PYK inh	HCMV inh	AMA1-RON2 inh	HCV inh	AmpC inh detg	LmPK inhibitor
CC(C)Oc1ccc(C2C(C#N)=C(N)Oc3c2c(=O)oc2ccccc32)cc1 (stereo not drawn) as listed: -24.8%	1.7%	21.6	2.1%	6.1%	-7.1%	0.1%
Cc1ccc2c(c1)nnn2C1CCN(S(=O)(=O)c2ccc(C(=O)NC3CCCC3)cc2)CC1 as listed: -17.3%	4.2%	-18.9	-3.3%	-7.7%	-18.9%	4.5%
CCOC(=O)N(C)c1c(CC)nc2c(OCc3ccc(F)c(F)c3)cccn12 as listed: x	2.1%	-2.0	10.2%	x	x	x
O=C(NC(=S)NCc1ccco1)c1ccc([N+](=O)[O-])cc1 as listed: -18.3%	-5.4%	11.8	31.4%[activator]	2.1%	x	x

(further entries)
SMILES	AmpC inh no detg	Tb PYK inh	HCMV inh	AMA1-RON2 inh	HCV inh	AmpC inh detg	LmPK inhibitor
CSc1nc(N)nc(SCC(=O)c2ccccc2)c1C#N	-30.9%	-1.2%	131.8	-0.9%	u	u	3.1%
CSCC[C@H](NC(=O)N1CCn2c1nc1ccccc12)C(=O)NCc1ccc(C)cc1	95.5%[activator]	1.7%	-33.1	66.7%[activator]	-0.3%	2.5%	10.0%
CN(C)CC1CCC/C(=C/c2ccc(Cl)cc2)C1=O (stereo not drawn)	x	-11.1%	0.5	9.8%	u	x	x
COc1ccc(S(=O)(=O)N2CCCCC2)cc1NC(=O)CNc1ccccc1N1CCCC1=O	169.2%[activator]	4.4%	26.8	-10.1%	-21.7%	5.8%	x
CCOc1ccc(NC(=O)CSc2nnc(CNC(=O)c3cccs3)o2)cc1	-3.2%	0.3%	-30.9	3.5%	6.7%	-9.1%	-13.1%
O=C(NC1CCCCC1)C(c1ccco1)N(C(=O)C(F)(F)F)C1CC1 (stereo not drawn)	-5.1%	4.1%	4.4	7.3%	15.1%	-0.9%	0.8%
CCCCN(C1CCS(=O)(=O)C1)S(=O)(=O)c1ccc(C(C)C)cc1 (stereo not drawn)	6.5%	7.7%	-5.8	u	-1.2%	-17.0%	x
Cc1cccc(OC(=O)N2CCOCC2)c1	-14.9%	0.3%	34.3	-25.1%	11.0%	u	1.9%
Cc1ccc(CNC(=O)C(Cc2ccccc2)NS(=O)(=O)c2cccs2)cc1 (stereo not drawn)	-33.0%	3.2%	-36.7	-0.1%	u	u	8.0%
CCOC(=O)c1nc(-c2ccc3c(c2)OCO3)[nH]c1C	-11.8%	-0.2%	41.3	16.3%	u	2.3%	-21.9%
CCCCOC(=O)c1ccc(NC(=O)c2cnc3ccc(C)cn3c2=O)cc1	x	2.0%	3.8	x	x	-0.9%	x
O=C1CCCc2nc(N3CCc4ccccc43)ncc21	-22.4%	-19.7%	97.6	28.1%	-27.8%	-5.1%	u
Cc1c(C(=O)N2CCNCC2)oc2ccccc12	-7.8%	-8.5%	-12.1	-1.8%	6.3%	0.6%	-1.1%
CCOc1cc(N2CCOCC2)c(OCC)cc1NC(=O)COC(=O)c1ccc(Cl)nc1	-14.4%	1.4%	19.2	11.4%	-13.5%	x	x
COc1ccccc1CN(C)C(=O)COC(=O)c1c(C)noc1C	-10.7%	1.2%	0.2	13.4%	0.7%	x	x
CCCC(=O)N1CCN(Cc2ccc3c(c2)OCO3)CC1	-9.6%	-9.8%	4.7	-15.5%	0.0%	2.6%	-1.6%
CC(C)c1ccc(NC(=O)CCCN2C(=O)NC(C)(C)C2=O)cc1	8.1%	0.4%	0.0	21.9%	-1.2%	0.0%	x
COc1ccc(OC)c(NC(=O)COC(=O)c2n[nH]c3ccccc23)c1	-11.6%	-5.1%	59.4	-9.7%	u	4.8%	x
Cc1cccc(CCNC(=O)C2CCN(S(=O)(=O)c3ccccc3)CC2)c1	24.0%	3.3%	-68.2*	20.9%	-4.4%	5.8%	3.9%
COc1ccc(N(CC(=O)Nc2ccc(OC)c(Cl)c2)S(=O)(=O)c2c(C)noc2C)cc1	-25.4%	-6.4%	-13.7	1.0%	u	u	2.9%
Cc1ccc2nc(SCC(=O)N(CC(C)C)c3c(N)n(CC(C)C)c(=O)[nH]c3=O)[nH]c2c1	-5.6%	-4.5%	2.7	1.6%	-7.3%	-13.6%	0.7%
O=C(NNc1ncnc2c1cnn2-c1ccccc1)c1ccccc1	x	0.8%[15.4 µM]	u	x	x	9.2%	x
CC(NCC(=O)Nc1ccccc1C(=O)NC1CC1)c1cccc(Cl)c1 (stereo not drawn)	1.6%	-2.0%	18.3	38.6%[activator]	-13.7%	u	x
S=c1nc(NCc2cccc(Cl)c2)c2ccccc2[nH]1	-41.6%	1.1%	-13.6	90.6%[activator]	u	4.6%	0.5%
CC(N)Cc1c[nH]c2cc3c(cc12)OCCO3 (stereo not drawn)	0.4%	-4.2%	79.6	-16.8%	1.2%	-12.9%	1.3%
Cc1cccc(C(C)C)c1NC(=O)COC(=O)CCC(=O)N(CC(C)C)c1c(N)n(CC(C)C)c(=O)[nH]c1=O	x	0.4%	3.6	-10.9%	x	x	x
CCOC(=O)CNC(=O)CSc1ccc(-c2nc3ccccc3[nH]2)cn1	-29.0%	-13.6%	-23.2	-8.4%	15.5%	-7.4%	-1.3%
CCc1cc2c(N[C@@H](C)C(=O)O)ncnc2s1	-30.2%	-8.1%	-27.3	-5.0%	u	12.4%	1.1%
CC(C)c1ccc(C(C)NC(=S)NC2CCCCC2)cc1 (stereo not drawn)	-34.4%	-5.8%	-88.7*	57.9%[activator]	11.2µM*	-0.7%	3.4%
CCCCOc1ccc2ccccc2c1C=O	-34.0%	-4.8%	-31.8	43.8%[activator]	-10.7%	4.7%	-0.2%
COc1cccc(CC(=O)Nc2ccccc2N2CCCC2)c1	-15.3%	0.4%	x	75.7%[activator]	-3.8%	3.8%	-3.7%
O=C(CN1C(=O)c2ccccc2C1=O)NCC(=O)OCC(=O)c1ccc(Br)cc1	-25.6%	4.6%	30.3	-10.1%	11.9%	-1.3%	5.1%
COc1ccc(CN(Cc2cccn2C)S(=O)(=O)c2ccccc2)cc1	-24.8%	-5.8%	0.6	u	2.2%	-4.4%	4.9%
N#C/C(=C\c1ccccc1[N+](=O)[O-])c1nc(C2CC2)cs1	-17.7%	-12.1%	224.9	u	-5.2%	u	-0.8%
C=CCn1c(SCC(=O)Nc2ccc(O)cc2)nc2sc(C)c(C)c2c1=O	x	-6.8%	0.0	24.8%	-0.2%	x	x
O=S(=O)(Nc1nc2ccccc2nc1Cl)c1ccc(Cl)cc1	-22.2%	2.2%	-19.9	0.7%	1.1%	-9.0%	7.7%
COc1ccccc1C1/C(=C(/O)c2ccc(OC(C)C)cc2)C(=O)C(=O)N1c1cc(C)on1 (stereo not drawn)	-39.5%	-0.5%	12.5	-10.4%	3.6%&-17.0%	-2.3%	16.1%
N#Cc1ccccc1OCC(=O)NC(=O)NC1CCS(=O)(=O)C1 (stereo not drawn)	-18.4%	3.5%	103.7	-10.2%	0.4%	2.9%	x
Cc1ccc(OCCSc2nc(NC(C)C)nc(NC(C)C)n2)cc1	-9.3%	2.3%	55.1	-4.9%	u	-1.8%	-1.5%
O=C(COC(=O)C12CC3CC(CC(O)(C3)C1)C2)Nc1ccccc1OC(F)F	35.8%	-7.0%	-5.7	-0.9%	17.2%	-3.7%	13.0%

Source: PubChem
